GalR3 antag – human GalR3 antagonism; O60755; HEK293 GalR3-CNG cAMP membrane potential fluorescence; galR3 body fused to GalR1 C-terminus; inhibition, % at 3 µM; 360,000 compounds, 0.44% hits; AID 651719;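 active = inhibition above the screen-wide average plus 3 SD, cut at about 13% in these data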;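 also: forskolin and galanin both at EC90 stimulate the cells; cAMP rise reported by CNG channel membrane potential dye signal; 0% = forskolin plus galanin with DMSO and 100% = forskolin alone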
Target sequence (O60755 1-299 limits assumed): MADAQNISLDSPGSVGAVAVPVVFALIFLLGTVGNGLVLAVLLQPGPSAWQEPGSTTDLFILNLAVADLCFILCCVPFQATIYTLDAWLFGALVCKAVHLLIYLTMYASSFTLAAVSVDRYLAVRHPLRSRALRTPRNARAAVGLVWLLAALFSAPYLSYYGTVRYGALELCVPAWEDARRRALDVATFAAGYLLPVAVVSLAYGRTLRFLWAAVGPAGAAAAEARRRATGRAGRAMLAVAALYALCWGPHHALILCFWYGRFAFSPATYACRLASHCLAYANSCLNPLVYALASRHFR
IDE cell inh – inhibits human insulin-degrading enzyme in HEK cells. P14735. inhibition, % at 5.59 µM. 320,000 compounds, 0.41% hits. FAbetaB cleavage, fluorescence polarization;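 active = percent inhibition above the average of all tested compounds plus 3 SD, set per screening campaign, cut at about 16% in these data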;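 also: IDE supplied by intact live HEK cells; FP after avidin binding of uncleaved biotin substrate so inhibition keeps polarization high; 0% = DMSO wells and 100% = 60 µM reference IDE inhibitor Ii1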
NS3 helicase inh – blocks Hepatitis C virus NS3 helicase unwinding | inhibition, % at 10.9 µM | 290,000 compounds, 0.56% hits | NS3 helicase DNA unwinding, Cy5 molecular beacon fluorescence;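 active = inhibition above the mean of all tested compounds plus 3 SD, set per campaign, cut at about 35% in these data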;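 also: 0% = DMSO wells and 100% = thioflavine S control wells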
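assay system = NS3 helicase fragment of HCV | buffer or medium = MOPS pH 6.5, MgCl2, DTT, Tween20, BSA | timing = 60 min unwinding reaction at 25 °C after ATP addition | signal = Cy5 beacon fluorescence read at start and 1 h | read-out basis = % inhibition of unwinding | control set = low DMSO, high thioflavine S at 110 µM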
IMP-1 inh – inhibitors of Pseudomonas aeruginosa IMP-1 metallo-beta-lactamase; purified IMP-1, nitrocefin hydrolysis, epi-absorbance fluorescence; inhibition, % at 5.6 µM; 290,000 compounds, 0.45% hits;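 active = inhibition above the mean plus 3 SD of all compounds in the same screening run, cut at about 4.5% in these data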;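 also: 0% = IMP-1 with DMSO and 100% = DMSO wells lacking enzyme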
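Assay system: purified recombinant IMP-1 beta-lactamase. Input: IMP-1 0.2 nM before substrate addition. Buffer or medium: Zinc- and detergent-supplemented HEPES buffer, pH 7.1. Schedule: 25 °C, 15 min preincubation, 25 min reaction. Signal: Epi-absorbance fluorescence, 480 nm excitation, 530 nm emission. Evaluation: percent inhibition from optical density relative to buffer-blank wells.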
pCIP destab – p/CIP protein destabilization. decrease of EGFP signal, % at 10 µM. Q05BA5. F442A p/CIP-EGFP cells, EGFP fluorescence, 16 h. 290,000 compounds, 0.01% hits. AID 1984;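 active = EGFP signal decrease of at least 30% at 10 µM or well 3 SD below plate mean, unless failing retest; inactive = the rest, including hits failing retest or dose response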; also: some compounds called inactive have numbers as strong as hits; many of its hits are not listed in these tables
IDE cell activ – activators of human insulin-degrading enzyme in cells. P14735. HEK cells, FAbeta-B cleavage, fluorescence polarization; 0% vehicle, 100% cell-free pure enzyme wells. activation, % at 5.96 µM. 340,000 compounds, 0.073% hits. AID 493087;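 active = activation above the mean of all tested compounds plus 3 SD, set per screening campaign, cut at about 17% in these data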
VIM-2 inh – blocks Pseudomonas aeruginosa VIM-2 metallo-beta-lactamase | inhibition, % at 5.6 µM | 290,000 compounds, 0.89% hits | purified VIM-2, nitrocefin hydrolysis, epi-absorbance fluorescence;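 active = inhibition above the mean of all tested compounds plus 3 SD, cutoff set per screening run, cut at about 7.5% in these data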;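 also: red hydrolysis product quenches plate fluorescence so inhibitors raise well fluorescence; 0% = enzyme with DMSO and 100% = DMSO without enzyme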
CRFR2-BP antag – blocks CRF-induced signaling of the CRF-BP/CRF-R2 complex; 350,000 compounds, 0.59% hits; inhibition, % at 11.8 µM; HEK293 CRF-R2/CRF-BP, CRF-induced calcium fluorescence;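 active = inhibition of the ligand-induced calcium signal above about 50% at the single tested concentration, limit read from the data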
UBC9 SUMO inh – blocks human SUMOylation mediated by UBC9 | HTRF SUMOylation assay, SAE1/SAE2 + UBC9, in vitro | inhibition, % at 35 µM | P63279 | 290,000 compounds, 0.36% hits | AID 2006; in the data active = inhibition above about 50%, passing the limit was not always enough; also: strong numbers were not always called active
Target sequence (P63279 whole entry, looked up): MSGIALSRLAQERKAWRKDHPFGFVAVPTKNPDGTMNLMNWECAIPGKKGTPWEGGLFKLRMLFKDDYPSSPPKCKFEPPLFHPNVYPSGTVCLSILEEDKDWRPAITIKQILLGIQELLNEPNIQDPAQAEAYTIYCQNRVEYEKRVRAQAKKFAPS
* marks the source's active call; other numbers are inactive results; nt = no result given. An unsorted share of the library; any-hit rate near 3.2%.

GalR3 antag	IDE cell inh	NS3 helicase inh	IMP-1 inh	pCIP destab	IDE cell activ	VIM-2 inh	CRFR2-BP antag	UBC9 SUMO inh	SMILES
-2	7	-2	-3.4	0	5	-4.5	12	-1	COc1ccc(CNC(=O)COc2ccc([N+](=O)[O-])cc2)cc1
-8	-1	7	-2.7	0	3	-2.0	-1	-2	COc1ccc(Cc2nnc(SCC(=O)c3ccc(OC)cc3)o2)cc1
8	7	3	-3.6	16	-1	1.2	6	16	COC(=O)COc1ccc2oc(=O)cc(-c3cc4ccccc4o3)c2c1
nt	nt	5	-2.9	-5	nt	-2.8	nt	5	CCOC(=O)c1c(C)[nH]c(C=Nc2ccccc2)c1O
-11	-3	15	0.0	2	3	1.1	20	9	CCC(=O)Nc1ccc(SC#N)cc1C
-6	-7	-59	-0.2	-5	6	0.0	-8	8	C/C=C/c1ccc(OCCCCN(C)Cc2ccccc2)c(OC)c1
-7	0	-2	-1.2	-3	4	-0.6	3	10	O=c1c2ccccc2nc(-c2ccco2)n1CCc1ccc(O)cc1
-5	5	1	-2.1	2	-1	-4.4	8	17	c1ccc2ncc(-n3cnnn3)cc2c1
-8	-6	-1	-0.8	4	2	-0.3	0	2	CC(=O)Nc1ccc(C(=O)Nc2ccc3c(c2)OCCO3)cc1
-2	7	8	0.3	-19	-1	-0.9	-4	17	Fc1ccccc1CSc1nc2ccccc2[nH]1
1	4	nt	nt	nt	5	nt	11	nt	Cn1cc(S(=O)(=O)NC2CCCCC2)c(=O)n(C)c1=O
-8	nt	-17	-4.5	-7	1	-0.8	-6	11	O=C(Nc1ccc(Cl)c(Cl)c1)N1N=CCC1c1ccccc1 (centres undefined)
-3	-2	3	-2.1	0	2	-1.8	15	19	CC1(C)CC(=O)C2=C(C1)N(Cc1ccccc1)C(=O)C2(NC(=O)C(C)(C)C)C(F)(F)F (centres undefined)
-5	6	nt	nt	nt	3	nt	-16	nt	O=C(COC(=O)c1cc(Br)ccc1O)NC12CC3CC(CC(C3)C1)C2
-4	0	-9	-1.7	-2	4	-2.5	-16	5	Cc1nn(Cc2ccccc2Cl)c(C)c1C(=O)N1CCN(c2ccccc2)CC1
-8	-3	0	-4.8	-17	0	-2.5	29	5	CC(C)NC(=O)NC(=O)COC(=O)c1ccccc1F
0	4	-8	-3.8	-4	4	1.2	-16	-4	O=C(Nc1cccc(C(=O)N2CCCCCC2)c1)c1ccco1
-3	-1	2	-0.6	-6	-8	-1.0	-53	-14	CC1(C(=O)OCC(=O)Nc2nc(-c3ccc(F)c(F)c3)cs2)CC1(Cl)Cl (centres undefined)
-7	2	20	-1.6	0	-1	-1.8	24	-1	COc1cc2ccccc2cc1C(=O)Nc1ccc(S(=O)(=O)Nc2cc(C)on2)cc1
-6	-2	15	-1.8	12	-3	-2.3	4	2	CN=c1sc(C(=O)Nc2cccc(Cl)c2)cc(=O)n1C
-1	1	6	-0.9	6	3	1.9	9	-1	COc1ccc(OCC(O)CN2CC(C)OC(C)C2)cc1 (centres undefined)
-6	5	-6	-4.3	1	1	-2.7	11	-4	CC(=O)c1cccc(NC(=O)N2C3CCCC2CC(NC(=O)C2CC2)C3)c1 (centres undefined)
-6	3	-75	-3.2	-4	nt	-2.7	-4	2	C#CCOCCOCCOCCNc1nc(N2CCN(C(=O)[C@H]([C@@H](C)CC)n3cc([C@@H](N)CC(C)C)nn3)CC2)nc(N2CCN(C(=O)[C@H](Cc3ccc(O)cc3)n3cc([C@@H](N)CC(C)C)nn3)CC2)n1
8	-8	0	-1.7	-7	13	-0.9	-5	9	Cn1cccc1CC(=O)N/N=C/c1ccc(Cl)cc1
-3	5	10	-3.0	1	-3	-3.7	2	-15	O=C(CSc1nnc(Nc2ccccc2)s1)NCCN1C(=O)CSC1=O
-6	-2	-6	-2.7	11	nt	-0.1	nt	14	CS(=O)(=O)Nc1ccccc1C(=O)N1CCN(c2ccccc2)CC1
-12	-3	26	-1.1	5	0	0.4	1	2	COc1cccc2c1CCc1c-2nc2ccccc2c1C(=O)O
1	-4	10	-2.7	-4	2	-6.7	-18	-7	CCS(=O)(=O)N1CCN(c2ccc(C(=O)NC34CC5CC(CC(C5)C3)C4)cc2[N+](=O)[O-])CC1
0	-6	-2	0.3	-1	-1	-0.8	9	1	Cc1ccc2c(c1)NC(c1cccs1)C1=C(CC(C)(C)CC1=O)N2 (centres undefined)
-7	-1	nt	nt	nt	4	nt	6	nt	COc1ccc(CNC(=O)COC(=O)[C@@H]2CCCN2C(=O)c2cccs2)cc1
-3	6	-13	-2.6	-5	5	-2.6	-12	-21	Cc1ccc(N(CC(=O)Nc2ccccc2-c2ccccc2)S(=O)(=O)c2ccccc2)c(C)c1
1	5	1	-1.6	0	0	0.8	3	11	CC(C)(C)CC(=O)NCc1cccs1
-5	-5	-3	-1.6	-10	3	-3.6	-15	-8	CCN(CC)c1ccc(C(=O)OCC(=O)Nc2ccccc2-c2ccccc2)cc1
-6	4	2	-2.7	0	4	-2.0	1	-13	CCOC(=O)N/N=C/C=C/c1ccccc1[N+](=O)[O-]
1	2	11	-2.7	-7	0	-0.6	0	14	Cc1cc(C)nc(SCC(=O)NCc2ccco2)n1
-4	2	-1	-1.7	2	-1	-3.6	16	17	COc1ccc(N=Cc2ccc[nH]2)cc1
-4	6	-3	-0.7	2	-1	-2.4	13	-11	CCn1c(=O)cc(OCC(=O)NC2CCCCC2)c2ccccc21
-6	2	1	-0.6	-11	6	-0.2	-2	26	Cc1cc(C)n(-c2ccc(N3CCOCC3)nn2)n1
-1	0	7	-3.2	2	-4	-1.7	8	8	Cc1nnc(NC(=O)CSc2nnc(-c3ccoc3C)n2CC(C)C)s1
-3	5	17	-4.9	-4	4	-2.4	19	37	O=C1N=C(N2CCN(c3ccccc3)CC2)S/C1=C\c1ccco1
-6	5	-2	-4.5	-10	4	-2.3	3	-4	COc1cc(C(=O)O)cc(NC(=O)c2ccco2)c1OC
-7	5	17	-5.4	-1	-2	-2.4	0	14	O=C(NCCc1ccccc1)C1CCCN1S(=O)(=O)c1cccc2nsnc12 (centres undefined)
-4	1	-4	-1.8	8	-6	-1.5	23	0	Cc1ccnc(SCC(=O)N2CCN(C(c3ccccc3)c3ccccc3)CC2)n1
-6	5	nt	nt	nt	3	nt	-9	nt	CCOC(=O)C[C@H]1c2ccc(C(F)(F)F)cc2S(=O)(=O)N1C1CCCC1
7	7	8	-2.2	-1	5	-5.7	2	-4	C/C(=N\NC(=O)CCn1nc(C)cc1C)C(C)(C)C
-3	-10	-5	0.7	-2	4	-1.5	3	10	CN(C)c1ccc(P(=O)(OCc2ccccc2)C(O)c2ccc(Br)cc2)cc1 (centres undefined)
1	-1	2	-1.3	-2	0	-2.7	7	6	CCc1ccc2c(c1)cc(CN(C(=S)Nc1ccccc1Cl)C1CC1)c1nnnn12
3	2	8	-4.0	-5	-2	-2.4	5	6	CCOc1c(OC)cccc1C1CC(=O)Nc2cc(OC)c(OC)cc21 (centres undefined)
0	3	nt	nt	nt	4	nt	9	nt	Nc1nonc1-n1nnc(C(=O)N/N=C/c2cccc(F)c2)c1CN1CCCCCC1
-11	1	-13	-0.4	-4	0	2.7	1	6	Cc1cc(C)cc(C(=O)NCC(=O)NCCc2c[nH]c3ccccc23)c1
-4	3	-5	-1.1	-1	-2	-0.7	16	12	Nc1cc(=O)[nH]c(SCCSc2cc(Cl)ccc2Cl)n1
-9	2	3	2.1	-2	5	1.4	11	8	CN(Cc1ccccc1)C1CCNCC1
-4	0	nt	nt	nt	4	nt	-8	nt	O=C(CN1CCN(C(=O)C2CCC2)CC1)Nc1ccc(F)cc1
-3	4	-11	-3.2	-4	0	-0.6	-7	14	O=C(CSc1nc2ccccc2c(=O)n1NC(=O)Cc1ccccc1)NCc1ccccc1Cl
-3	-2	0	-1.7	4	3	-1.5	-2	-12	COc1ccc(S(=O)(=O)N2CCN(C(=O)c3cccc(Cl)c3)CC2)cc1
-4	1	8	-5.3	-10	0	-3.7	-1	17	COc1ccc(C(=O)Cn2c3ccccc3n3nc(CCC(=O)O)c(=O)nc23)cc1OC
-2	6	6	0.6	-2	7	-0.9	2	-9	COc1ccccc1C(NC(=O)C1CCCCC1)c1c(O)ccc2ccccc12 (centres undefined)
0	2	1	-2.2	-7	8	-1.9	-38	22	CCCCSc1nnc(C)c(=O)[nH]1
1	-4	0	0.0	3	2	0.1	5	-4	O=C(Oc1ccc(Cl)cc1N1C(=O)CCC1=O)c1ccco1
-3	7	3	-2.7	5	2	1.8	10	41	COc1ccc(NC(=O)C2(c3ccc(NC(=O)c4ccc(C)cc4)cc3)CCCC2)cc1

Ordered by molar mass (highest first): some entries from above.
GalR3 antag	IDE cell inh	NS3 helicase inh	IMP-1 inh	pCIP destab	IDE cell activ	VIM-2 inh	CRFR2-BP antag	UBC9 SUMO inh	SMILES
8	7	3	-3.6	16	-1	1.2	6	16	COC(=O)COc1ccc2oc(=O)cc(-c3cc4ccccc4o3)c2c1
-6	-7	-59	-0.2	-5	6	0.0	-8	8	C/C=C/c1ccc(OCCCCN(C)Cc2ccccc2)c(OC)c1
8	-8	0	-1.7	-7	13	-0.9	-5	9	Cn1cccc1CC(=O)N/N=C/c1ccc(Cl)cc1

Next entries follow:
GalR3 antag	IDE cell inh	NS3 helicase inh	IMP-1 inh	pCIP destab	IDE cell activ	VIM-2 inh	CRFR2-BP antag	UBC9 SUMO inh	SMILES
-2	2	3	-2.9	-6	-1	-2.3	9	3	CC(C)c1cc(CN2CCN(Cc3ccc(F)c(F)c3)C(CCO)C2)[nH]n1 (centres undefined)
nt	3	-20	-0.5	-6	-1	-3.9	1	-2	Cc1nn(Cc2ccccc2)c(C)c1NC(=O)c1noc2c1CCc1ccccc1-2
-5	-6	-7	-1.0	-2	nt	0.2	-4	15	CCOC(=O)c1sc(N)c(C(N)=O)c1C
-4	4	nt	nt	nt	-3	nt	-11	nt	O=C(CC1C[C@H](C(=O)N2CCOCC2)[C@@]2(CCC3CCCC3)c3[nH]c4ccccc4c3CCN2C1=O)NCc1ccco1 (some centres undefined)
-7	12	-5	-1.9	-1	0	-2.1	4	4	CCC1Oc2ccc(C)cc2N(CC(=O)NCc2cccs2)C1=O (centres undefined)
-10	4	9	-2.4	4	-2	-1.0	-39	-6	CCCC(=O)Nc1nnc(CCc2ccccc2)s1
-3	2	-5	-3.6	1	8	-3.0	-29	54	CCOc1ccc(C2Nc3cccc4cccc(c34)N2)cc1OC
-1	1	10	-4.5	-9	5	13*	9	20	Cn1c2ccccc2c(=O)c2ccc(F)cc21
-5	0	-1	-0.9	1	-1	-4.5	-22	8	Cc1ccc(S(=O)(=O)N(CCCN2CCCC2=O)Cc2cc3c(C)ccc(C)c3[nH]c2=O)cc1
-4	-4	nt	nt	nt	0	nt	0	nt	CC(=O)c1cccc(NC(=O)C2=CN3CCS(=O)(=O)N=C3C=C2)c1
-8	0	-8	-0.9	-9	1	-1.4	11	-6	CCOc1ccc(NC(=O)/C(C=Nc2ccccc2)=C(\C)O)cc1
